KOR beta-arrestin-1: KOR antagonists, beta-arrestin recruitment, cell-based, luminescence, uHTS (AID 1778). KOR beta-arrestin recruitment, luminescence, antagonist mode; higher % means a stronger effect. 290,000 compounds, 0.091% hits. inhibition, % at 10 µM; hits with a dose series show IC50 in µM; further: strong numbers were not always called active
GPR55 LPI antagonism: GPR55 antagonists blocking LPI-driven arrestin recruitment, primary screen, imaging, U2OS, beta-arrestin-GFP, LPI agonist (AID 2013). U2OS GPR55 beta-arrestin-GFP translocation imaging, LPI antagonism; higher % means a stronger effect. inhibition, % at 10 µM, or IC50 in µM where a hit was titrated. 290,000 compounds, 0.13% hits;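 active means spots per cell inhibited over 60%, with over 100 cells counted and total cytoplasm intensity under 500,000; inconclusive means wells with under 100 cells, flagged as likely toxic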;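 further: U2OS cells stably carrying GPR55 and arrestin-GFP stimulated by 5 µM LPI near EC80; imaged beta-arrestin-GFP aggregate spots per cell after agonist stimulation; plate controls were LPI-stimulated DMSO wells for no effect and DMSO wells without LPI for full effect; some results filed as inactive read as strong as hits; confirmed hits need IC50 under 10 µM and bright autofluorescent wells are also inconclusive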
NOD1 inhibition: inhibition of NOD1-driven NF-kB reporter – cell-based, luminescence, uHTS, primary screen (AID 1578) | inhibition, % at 4 µM; hits with a dose series show EC50 in µM | NOD1-driven NF-kB luciferase reporter cells, luminescence; higher % means a stronger effect | 290,000 compounds, 1% hits; in the data active means inhibition mostly above about 36%, no sharp cut-off; inactive means mostly below about 34%;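 further: HEK-293T reporter cells stimulated with the NOD1 agonist gamma-tri-DAP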
GPR55 activation: GPR55 agonists via beta-arrestin recruitment, primary screen, imaging, U2OS cells, beta-arrestin-GFP redistribution (AID 1961). activation, % at 10 µM; hits with a dose series show EC50 in µM. U2OS GPR55 beta-arrestin-GFP redistribution imaging; higher % means a stronger effect. 290,000 compounds, 0.048% hits;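 active means activation above 40% with more than 50 cells counted in the well; inconclusive means wells holding fewer than 50 cells, flagged as toxic or sparse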;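 further: U2OS osteosarcoma cells stably expressing GPR55 and beta-arrestin-GFP; plate controls were DMSO negative control for no effect and LPI positive control for full effect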
HEK293 NOD2/NF-kB: inhibition of NOD2-driven NF-kB reporter – cell-based, luminescence, uHTS, HEK293 (AID 1566) | HEK293 NOD2/NF-kB luciferase reporter, luminescence; higher % means a stronger effect | 290,000 compounds, 0.63% hits | one-dose inhibition, % at 4 µM; EC50 in µM for titrated hits; further: many of its hits are not listed in these tables
NTR1 ag: NTR1-driven beta-arrestin-GFP spot formation – imaging, U2OS cells, high content, primary screen (AID 493036); agonist mode; P30989; activation, % at 20 µM; 330,000 compounds, 0.17% hits;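 active means activation at or above 40% of the spot to cytoplasm intensity ratio, with at least 20 cells analyzed; inconclusive means wells under 20 cells, flagged as cytotoxic or low count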;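 further: 0% = DMSO without peptide and 100% = 100 nM NTR1 peptide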
Target sequence (P30989 whole entry, looked up): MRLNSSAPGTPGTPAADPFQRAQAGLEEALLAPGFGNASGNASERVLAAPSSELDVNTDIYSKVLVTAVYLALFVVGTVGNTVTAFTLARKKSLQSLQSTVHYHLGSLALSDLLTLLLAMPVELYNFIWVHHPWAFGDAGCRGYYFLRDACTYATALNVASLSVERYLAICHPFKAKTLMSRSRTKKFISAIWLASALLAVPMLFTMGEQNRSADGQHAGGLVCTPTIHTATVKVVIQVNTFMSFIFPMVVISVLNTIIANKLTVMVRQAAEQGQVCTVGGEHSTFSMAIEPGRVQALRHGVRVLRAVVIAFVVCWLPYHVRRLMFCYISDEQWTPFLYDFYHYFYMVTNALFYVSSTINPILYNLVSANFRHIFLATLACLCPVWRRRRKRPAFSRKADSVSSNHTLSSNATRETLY
Myeloid diff 2: promotes myeloid progenitor differentiation. ER-HoxA9 myeloid progenitors, lysozyme-GFP differentiation, flow cytometry. calls only at 10 µM. 360,000 compounds, 1% hits. AID 624256;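 active means normalized GFP-positive differentiation at or above the plate's own cutoff, the solvent-only control mean plus 3 SD; inconclusive means no clear call, values can overlap the other calls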;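 further: cells exposed to compound for four days before flow analysis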
T cell HTS: modulates CD8 T cell binding to vesicles. 2C CD8+ T cell-vesicle binding, flow cytometry; active compounds read low. calls only at 7 µM. 330,000 compounds, 0.068% hits. AID 2052;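 active means response, share of CD8 T cells binding vesicles, and their 90th percentile fluorescence all below set limits, cut at about 80% in these data, passing the limit was not always enough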
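Benchmarks: naked versus QL9-loaded vesicles / Assay system: purified 2C TCR transgenic mouse naive CD8+ T cells / Technique: high-throughput flow cytometry with anti-B7-1 and anti-CD8 staining / Timing: Cell–vesicle co-incubation 1.5 h at 37 °C, staining 20 min on ice / Read-out: percent CD8+ FL2 mean versus row control / Probe or stimulus: QL9-loaded Drosophila micro-vesicles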
KOR beta-arrestin-2: kappa opioid receptor activators – cell-based, luminescence, uHTS, primary screen (AID 1777) | KOR beta-arrestin recruitment, luminescence; higher % means a stronger effect | activation, % at 10 µM, or EC50 in µM where a hit was titrated | 280,000 compounds, 0.02% hits; in the data active means activation above about 50%, passing the limit was not always enough; further: a part of the inactive calls stands beside numbers as strong as those of hits
T cell HTS vesicle-bound %: further read-out of T cell HTS, marked with its call; double positive events, %; measured here: CD8+ vesicle-bound cell fraction;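 binding gate set so that unloaded-vesicle control wells show 10% double positive cells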
NTR1 ag cell count 20 µM: recorded beside NTR1 ag, whose call it bears; cell count; measured here: cell count, cytotoxicity flag
Myeloid diff 2 GFP+ MAC1+ %: recorded beside Myeloid diff 2, whose call it bears; GFP+ MAC1+ double positive, %; measured here: differentiation confirmed by MAC1 staining
An asterisk follows results filed as active. Unless noted, no stated cut-off is given here; in the data, active means inhibition above about 50%; inactive means the rest. These rows are one share of the data, so the mix of outcomes need not match the whole.

CN1CCN(CC(=O)Nc2ccc(S(=O)(=O)N(C)C)cc2)CC1 was read as KOR beta-arrestin-1 24.6%, GPR55 LPI antagonism -4.3%, NOD1 inhibition -9.8%, GPR55 activation 0.4%, HEK293 NOD2/NF-kB -15.0%, NTR1 ag -0.5, Myeloid diff 2 inactive, T cell HTS inactive, KOR beta-arrestin-2 -4.7%, T cell HTS vesicle-bound % 12.5, NTR1 ag cell count 20 µM 82 and Myeloid diff 2 GFP+ MAC1+ % 0.4.
COCC(=O)n1nc(-c2ccccc2)nc1NCc1ccc(F)cc1 was read as KOR beta-arrestin-1 0.9%, GPR55 LPI antagonism 2.7%, NOD1 inhibition -2.0%, GPR55 activation -0.1%, HEK293 NOD2/NF-kB 12.1%, NTR1 ag 0.8, Myeloid diff 2 inactive, T cell HTS inactive, KOR beta-arrestin-2 -3.8%, T cell HTS vesicle-bound % 54.2, NTR1 ag cell count 20 µM 80 and Myeloid diff 2 GFP+ MAC1+ % 1.0.
`Cc1cc(C)n2c(nc3ccccc32)c1C(=O)NCc1ccccc1` gave KOR beta-arrestin-1 -10.7%, GPR55 LPI antagonism 7.0%, NOD1 inhibition -22.2%, GPR55 activation 0.6%, HEK293 NOD2/NF-kB 4.4%, NTR1 ag 1.3, Myeloid diff 2 inactive, T cell HTS inactive, KOR beta-arrestin-2 3.1%, T cell HTS vesicle-bound % 7.6, NTR1 ag cell count 20 µM 35 and Myeloid diff 2 GFP+ MAC1+ % 0.3.
Screening Cc1ccc2c(c1)C1NC(=S)NC(C)(O2)C1C(=O)Nc1ccc(Cl)cc1 (configuration not stated) returned KOR beta-arrestin-1 14.8%, GPR55 LPI antagonism -3.0%, NOD1 inhibition 1.5%, GPR55 activation -0.2%, HEK293 NOD2/NF-kB 13.8%, NTR1 ag -0.3, Myeloid diff 2 inactive, T cell HTS inactive, KOR beta-arrestin-2 -5.2%, T cell HTS vesicle-bound % 5.5, NTR1 ag cell count 20 µM 87 and Myeloid diff 2 GFP+ MAC1+ % 0.5.
Screening CC1CC(C)CN(S(=O)(=O)N2CCCC(C(=O)NC3CCCCC3C)C2)C1 (configuration not stated) returned KOR beta-arrestin-1 -2.6%, GPR55 LPI antagonism 7.0%, NOD1 inhibition -5.4%, GPR55 activation -0.1%, HEK293 NOD2/NF-kB 16.1%, NTR1 ag -0.7, Myeloid diff 2 inactive, T cell HTS inactive, KOR beta-arrestin-2 2.9%, T cell HTS vesicle-bound % 14.0, NTR1 ag cell count 20 µM 45 and Myeloid diff 2 GFP+ MAC1+ % 1.9.
Screening COC(=O)c1c(C)oc2cc(Br)c(OCC(=O)C(C)(C)C)cc12 returned KOR beta-arrestin-1 -6.0%, GPR55 LPI antagonism 4.5%, NOD1 inhibition -11.5%, GPR55 activation -0.1%, HEK293 NOD2/NF-kB 12.4%, NTR1 ag 5.6, Myeloid diff 2 inactive, T cell HTS inactive, KOR beta-arrestin-2 -0.5%, T cell HTS vesicle-bound % 55.0, NTR1 ag cell count 20 µM 98 and Myeloid diff 2 GFP+ MAC1+ % 0.9.
Screening CC1CCN(c2ccc(-c3cccc(NC(=O)C(F)(F)F)c3)nn2)CC1 returned KOR beta-arrestin-1 4.2%, GPR55 LPI antagonism 0.2%, GPR55 activation -0.1%, NTR1 ag 2.2, Myeloid diff 2 inconclusive, T cell HTS inactive, KOR beta-arrestin-2 3.4%, T cell HTS vesicle-bound % 53.1 and NTR1 ag cell count 20 µM 78.
Screening COc1ccccc1N1CCN(C(=O)CNS(=O)(=O)c2ccc(Br)s2)CC1 returned KOR beta-arrestin-1 -17.2%, GPR55 LPI antagonism -5.5%, NOD1 inhibition -15.0%, GPR55 activation -0.2%, HEK293 NOD2/NF-kB 5.5%, NTR1 ag 1.3, Myeloid diff 2 inactive, T cell HTS inactive, KOR beta-arrestin-2 -2.0%, T cell HTS vesicle-bound % 57.1, NTR1 ag cell count 20 µM 62 and Myeloid diff 2 GFP+ MAC1+ % 0.6.
Screening O=C(c1ccc(-c2cccc(Cl)c2Cl)o1)N1CCOCC1 returned KOR beta-arrestin-1 -28.8%, GPR55 LPI antagonism 0.9%, NOD1 inhibition -51.5%, GPR55 activation -0.1%, HEK293 NOD2/NF-kB -106.4%, NTR1 ag 2.8, Myeloid diff 2 inactive, T cell HTS inactive, KOR beta-arrestin-2 -0.9%, T cell HTS vesicle-bound % 32.9, NTR1 ag cell count 20 µM 59 and Myeloid diff 2 GFP+ MAC1+ % 0.7.
CCCc1nc2nc(C)c(NS(=O)(=O)c3ccc([N+](=O)[O-])cc3)c(=O)n2[nH]1 was read as KOR beta-arrestin-1 -25.2%, GPR55 LPI antagonism 6.6%, NOD1 inhibition 34.0%, GPR55 activation 0.5%, HEK293 NOD2/NF-kB -29.7%, NTR1 ag -1.0, Myeloid diff 2 inactive, T cell HTS inactive, KOR beta-arrestin-2 4.6%, T cell HTS vesicle-bound % 26.1, NTR1 ag cell count 20 µM 67 and Myeloid diff 2 GFP+ MAC1+ % 0.3.
Screening O=C(NCCNC(=O)c1ccccc1Br)c1cccnc1 returned KOR beta-arrestin-1 -41.1%, GPR55 LPI antagonism 5.5%, NOD1 inhibition -16.6%, GPR55 activation -0.2%, HEK293 NOD2/NF-kB -1.3%, NTR1 ag 0.1, Myeloid diff 2 inactive, T cell HTS inactive, KOR beta-arrestin-2 3.8%, T cell HTS vesicle-bound % 7.5, NTR1 ag cell count 20 µM 62 and Myeloid diff 2 GFP+ MAC1+ % 1.2.
`CC(=O)c1cccc(NC(=O)NCCS(C)=O)c1` (configuration not stated) gave KOR beta-arrestin-1 4.9%, GPR55 LPI antagonism -1.5%, NOD1 inhibition 7.3%, GPR55 activation 0.8%, HEK293 NOD2/NF-kB 3.0%, NTR1 ag 1.0, Myeloid diff 2 inactive, T cell HTS inactive, KOR beta-arrestin-2 -2.4%, T cell HTS vesicle-bound % 22.7, NTR1 ag cell count 20 µM 56 and Myeloid diff 2 GFP+ MAC1+ % 4.8.
CCN(Cc1ccccc1)C(=O)CSc1ncn[nH]1 was read as KOR beta-arrestin-1 -43.0%, GPR55 LPI antagonism 7.6%, NOD1 inhibition -38.6%, GPR55 activation -0.1%, HEK293 NOD2/NF-kB -5.0%, NTR1 ag 1.7, Myeloid diff 2 inactive, T cell HTS inactive, KOR beta-arrestin-2 2.0%, T cell HTS vesicle-bound % 20.7, NTR1 ag cell count 20 µM 48 and Myeloid diff 2 GFP+ MAC1+ % 0.6.
CCSc1nnc(-c2cccs2)o1 was read as KOR beta-arrestin-1 -6.7%, GPR55 LPI antagonism -4.1%, NOD1 inhibition -25.2%, GPR55 activation 0.1%, HEK293 NOD2/NF-kB -16.4%, NTR1 ag -0.1, Myeloid diff 2 inactive, T cell HTS inactive, KOR beta-arrestin-2 -2.1%, T cell HTS vesicle-bound % 15.1, NTR1 ag cell count 20 µM 44 and Myeloid diff 2 GFP+ MAC1+ % 6.3.
Screening COC(=O)c1ccccc1NC(=O)C1CC(=O)N(C2CCCCC2)C1 (configuration not stated) returned KOR beta-arrestin-1 23.7%, GPR55 LPI antagonism -5.3%, NOD1 inhibition -8.8%, GPR55 activation 0.4%, HEK293 NOD2/NF-kB -20.7%, NTR1 ag 0.3, Myeloid diff 2 inactive, T cell HTS inactive, KOR beta-arrestin-2 -11.5%, T cell HTS vesicle-bound % 62.0, NTR1 ag cell count 20 µM 57 and Myeloid diff 2 GFP+ MAC1+ % 5.9.
`COc1cc2ncc(C(=O)c3ccccc3)c(N3CCN(Cc4ccccc4)CC3)c2cc1OC` gave KOR beta-arrestin-1 -14.5%, GPR55 LPI antagonism 3.4%, NOD1 inhibition 9.5%, GPR55 activation -0.1%, HEK293 NOD2/NF-kB 15.3%, NTR1 ag 22.9, Myeloid diff 2 inactive, T cell HTS inactive, KOR beta-arrestin-2 12.2%, T cell HTS vesicle-bound % 3.3, NTR1 ag cell count 20 µM 47 and Myeloid diff 2 GFP+ MAC1+ % 0.5.
Screening CC(C)(C)n1nnnc1CN1C2CCC1CC(NC(=O)Nc1ccccc1)C2 (configuration not stated) returned KOR beta-arrestin-1 -22.0%, GPR55 LPI antagonism -3.1%, NOD1 inhibition -12.5%, GPR55 activation 0.1%, HEK293 NOD2/NF-kB -0.3%, NTR1 ag -2.1, Myeloid diff 2 inactive, T cell HTS inactive, KOR beta-arrestin-2 -1.0%, T cell HTS vesicle-bound % 12.1, NTR1 ag cell count 20 µM 83 and Myeloid diff 2 GFP+ MAC1+ % 2.6.
N#CC(C(=O)OC1CCCCC1)c1nc2ccccc2nc1N1CCCCC1 (configuration not stated) was read as KOR beta-arrestin-1 -2.8%, GPR55 LPI antagonism 5.3%, NOD1 inhibition 4.5%, GPR55 activation -0.3%, HEK293 NOD2/NF-kB 12.0%, NTR1 ag -0.9, KOR beta-arrestin-2 -12.5% and NTR1 ag cell count 20 µM 93.
`CN1/C(=C\C(=O)c2cccnc2Cl)C(C)(C)c2ccccc21` gave KOR beta-arrestin-1 -29.1%, GPR55 LPI antagonism 10.9%, NOD1 inhibition -18.4%, GPR55 activation -0.4%, HEK293 NOD2/NF-kB -18.2%, NTR1 ag -0.6, Myeloid diff 2 inactive, T cell HTS inactive, KOR beta-arrestin-2 -1.8%, T cell HTS vesicle-bound % 36.8, NTR1 ag cell count 20 µM 99 and Myeloid diff 2 GFP+ MAC1+ % 0.1.
Screening COc1cccc(CC2(CO)CCCN(Cc3cn[nH]c3-c3ccccc3)C2)c1 (configuration not stated) returned KOR beta-arrestin-1 1.8%, GPR55 LPI antagonism 3.7%, NOD1 inhibition -14.9%, GPR55 activation 0.6%, HEK293 NOD2/NF-kB 0.3%, NTR1 ag 0.0, Myeloid diff 2 active, T cell HTS inactive, KOR beta-arrestin-2 2.5%, T cell HTS vesicle-bound % 63.4, NTR1 ag cell count 20 µM 88 and Myeloid diff 2 GFP+ MAC1+ % 0.3*.
CCOc1ccccc1Nc1ncccc1C(=O)N1CCCC1 was read as KOR beta-arrestin-1 -77.0%, GPR55 LPI antagonism -6.2%, NOD1 inhibition 13.4%, GPR55 activation -0.3%, HEK293 NOD2/NF-kB -12.7%, NTR1 ag -0.1, Myeloid diff 2 inactive, T cell HTS inactive, KOR beta-arrestin-2 -0.7%, T cell HTS vesicle-bound % 42.1, NTR1 ag cell count 20 µM 57 and Myeloid diff 2 GFP+ MAC1+ % 0.8.
